IL1B secr inh – inhibitors of inflammasome signaling (IL-1 beta secretion); THP-1 LPS/ATP IL-1B secretion, AlphaLISA, 16 h; stronger effect = lower value; activity change, % at 57.5 µM; hit rate 4.7% among 360,000; AID 743279; in the data active = activity change below about -50%; inconclusive = mostly about -30% to -49%; note: % is set by controls: 0 for no effect and ±100 for the full control effect
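Secreted IL-1B measured by AlphaLISA bead assay after 16 h compound exposure of THP-1 cells; compounds (final up to 57.5 uM) added 1 h before LPS (250 ng/mL) and ATP (1.25 mM) stimulation; lower signal means less secretion.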
KB-3-1 cytotox – KB-3-1 parental cell cytotoxicity | KB-3-1 viability, CellTiter-Glo ATP luminescence, 72 h | Potency, µM (series often up to 46.1 µM), inactives show at the top dose activity change, negative = cytotoxic, usual class: cytotoxic | hit rate 1.4% among 400,000; note: potency is the fitted concentration of half-maximal effect; % is set by controls: 0 for no effect and ±100 for the full control effect; nearly all actives have a fitted effect of over 60% in size
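Using CellTiter-Glo luminescence, growth of non-resistant KB-3-1 adenocarcinoma cells is assessed 72 h after pin-tool compound addition at 37 °C. Normalized responses across the concentration series yield fitted curves.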
ATXN2 expr inh – reduces ATXN2 reporter expression in HEK-293 cells. hit rate 0.72% among 360,000. Potency, µM (top dose mostly 57 µM), without a hit: at the highest dose activity change, negative = inhibition, most hits filed as inhibitors. HEK-293 ATXN2-luciferase reporter, luminescence, 24 h; note: potency is the fitted concentration of half-maximal effect; % is set by controls: 0 for no effect and ±100 for the full control effect; nearly all actives have a fitted effect of over 55% in size
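ATXN2-luciferase reporter cells (luciferase flanked by upstream and downstream ATXN2 gene portions) were treated 24 h at 37 °C with compounds at up to 57 uM. SteadyGlo luminescence gave expression; GF-AFC fluorescence gave viability.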
HT1080 IDH1KD tx – toxicity to HT-1080 IDH1 knockdown cells (counter line); hit rate 2% among 360,000; AID 686971; Potency, µM (titrated, usually from 46.1 µM), inactives show at the top dose activity, negative = toxicity, hits mostly cytotoxic; HT-1080 IDH1 knockdown viability, ATP luminescence, 48 h;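 note: potency is the fitted concentration of half-maximal effect; 0% = DMSO wells and -100% = cell-free medium wells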
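After a 2 h attachment period, IDH1KD HT-1080 cells took pin-transferred compound for 48 h at 37 °C; ATP-based luminescence after 10 min room-temperature reagent incubation reported viability.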
SW480 rerep – induces DNA re-replication in SW480 colon adenocarcinoma cells; SW480 DNA re-replication, Hoechst DNA content imaging, 48 h; Potency, µM (top dose mostly 46.1 µM), inactives show at the top dose re-replication activation, hits mostly activators; hit rate 1.8% among 340,000; AID 624297; note: potency is the fitted concentration of half-maximal effect; % of control where 0% means no effect; nearly all actives have a fitted effect of over 55% in size
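Readout is total intensity of Hoechst-stained nuclei, excited at 405 nm and collected at 500-530 nm. Compound treatment lasted 48 hr at 37 C in 5% CO2 before staining.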
ATXN viability – viability counter-screen for ATXN expression inhibitors; Potency, µM (doses to about 56.7 µM), usual class: cytotoxic; S2 cells (HEK-293 line with an ATXN2-luciferase reporter) viability, CellTiter-Fluor protease fluorescence, 24 h; hit rate 0.49% among 400,000; note: potency is the fitted concentration of half-maximal effect; nearly all actives have a fitted effect of over 40% in size
HT1080NT lethal – kills 2HG-producing HT-1080-NT fibrosarcoma cells; AID 686970; Potency, µM (highest dose often 46.1 µM), without a hit: top-dose activity, negative = less viability, usual class: cytotoxic; HT-1080-NT fibrosarcoma viability, CellTiter-Glo ATP luminescence, 48 h; hit rate 1.6% among 360,000;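 note: NT is the 2HG producing partner of a matched IDH1 knockdown line; potency is the fitted concentration of half-maximal effect; 0% = DMSO-treated cells and -100% = media-only wells without cells; nearly all actives have a fitted effect of over 55% in size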
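A 48-hour cytotoxicity screen used HT-1080-NT cells plated 2 hours before compound delivery. ATP-based CellTiter-Glo luminescence measured viability, normalized to DMSO and no-cell controls.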
MCF10A rereplic – inducers of DNA re-replication in MCF 10A breast cells; MCF 10A DNA re-replication, Hoechst nuclear intensity, 48 h; Potency, µM (titrated, usually from 46.1 µM), inactives show top-dose activity, positive = re-replication, most hits filed as activators; hit rate 2.9% among 350,000; AID 624296; note: potency is the fitted concentration of half-maximal effect; % of control where 0% means no effect; nearly all actives have a fitted effect of over 50% in size
KB-V1 MDR tox – kills drug-selected multidrug resistant KB-V1 cells | KB-V1 MDR cells viability, CellTiter-Glo, 72 h | Potency, µM (titrated, usually from 46.1 µM), inactives show at the top dose activity change, negative = cytotoxicity, usual class: cytotoxic | hit rate 3.4% among 400,000; note: potency is the fitted concentration of half-maximal effect; % is set by controls: 0 for no effect and ±100 for the full control effect; nearly all actives have a fitted effect of over 60% in size
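Compound-treated KB-V1 multidrug-resistant cells, 72 h, 37 degrees C; viability by CellTiter-Glo. Fitted qHTS curves give the values.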
Numbers without * were called inactive; i = inactive; ? = inconclusive; nt = no result given; [ ] = remark or other dose. Unless noted, calls come from the whole dose curve; as a rule, active = well fitted curve in the direction sought with a large enough effect; inconclusive = small, poorly fitted or top-dose-only effect, or another doubt; inactive = no such curve, though single readings can be large; an effect the other way counts as inactive or inconclusive. Compounds were not picked by outcome (roughly 11% active in at least one column).

# | molecule | IL1B secr inh | KB-3-1 cytotox | ATXN2 expr inh | HT1080 IDH1KD tx | SW480 rerep
1 | CCOc1ccc(C(=O)Nc2ccc3c(c2)OCO3)cc1OCC | 8 | -5% | 10% | -19% | 0%
2 | Cc1ccc(NC(=O)NC(=S)NC(=O)c2ccccc2)cc1 | 0 | 17% | 27% | -5% | -10%
3 | CCOC(=O)NC(NCC(O)c1ccccc1)(C(F)(F)F)C(F)(F)F (stereo not given) | 0 | 5% | -4% | 4% | -10%
4 | O=C(O)CNC(=S)N(Cc1ccccc1)Cc1cccnc1 | 0 | ? | -15% | 4% | ?
5 | O=C(NCc1cccs1)c1ccc(CSc2nc3cccnc3n2Cc2ccccc2F)cc1 | nt | -27% | -16% | nt | nt
6 | CCOc1ccc(S(=O)(=O)NCCC(=O)NCC(C)(C)N2CCOCC2)cc1 | 12 | ? | 6% | 0% | -2%
7 | COc1ccc(F)cc1-c1cc(C(=O)NCc2ccccc2)[nH]n1 | -67* | 0% | 4% | 30% | nt
8 | CCn1c(SCC(=O)N(C)c2ccccc2)nc2c([nH]c3ccccc32)c1=O | i | 10% | 6% | -28% | -20%
9 | CCCCCc1c2c(cc(O)c1C(=O)O)OC(=O)c1c(cc(OC)cc1C(=O)CCCC)O2 | -1 | -2% | ? | ? | 4%
10 | O=C(COc1ccc(Cl)cc1)N1CCN(C(=O)c2cccs2)CC1 | -73* | 3% | -11% | -9% | -14%
11 | Cn1c(=O)c2c(nc(NCc3ccccc3)n2CCCc2ccccc2)n(C)c1=O | -1 | ? | -5% | -15% | -6%
12 | CCOc1ccccc1NC(=O)CCc1ccc(C)o1 | 3 | 7% | -11% | 20% | -4%

# | ATXN viability | HT1080NT lethal | MCF10A rereplic | KB-V1 MDR tox
1 | i | -18% | 7% | 12%
2 | i | 16% | 21% | -1%
3 | i | 13% | -4% | 18%
4 | i | -20% | -13% | ?
5 | ? | nt | nt | -24%
6 | i | 6% | 0% | 15%
7 | i | 0% | nt | -1%
8 | i | -14% | -1% | ?
9 | nt | ? | ? | -28%
10 | i | 2% | -3% | ?
11 | i | -7% | ? | 2.9µM*
12 | i | 24% | 0% | 7%

(continued)
# | molecule | IL1B secr inh | KB-3-1 cytotox | ATXN2 expr inh | HT1080 IDH1KD tx | SW480 rerep
13 | COc1nc(N(C)C)nc(N(C#N)CCOC(C)=O)n1 | ? | -2% | -5% | 3% | ?
14 | CC(C)(C)c1ccc(C(=O)n2cnc3ccccc32)cc1 | -4 | 0% | nt | 3% | -11%
15 | CCN(CC)c1ccc2cc(-c3nc(-c4cc5ccccc5oc4=O)cs3)c(=O)oc2c1 | 8 | -1% | 30% | 5% | 3%
16 | COc1ccc(-c2sc3cc(OC)ccc3c2-c2ccc(OCCN3CCCCC3)cc2)cc1 | ? | ? | 22µM* | 16µM* | nt
17 | CN(C)CCn1c(C(=O)O)cc2ccccc21 | 11 | 1% | -7% | -6%[9.24 µM] | -7%
18 | CC(=O)Oc1ccc2ccccc2c1C(NC(=O)Cc1ccccc1)c1ccccc1Cl (stereo not given) | -5 | ? | ? | ? | 10%
19 | CCc1c(C)nc(SCC(=O)N2CCCCC2CC)[nH]c1=O (stereo not given) | 13 | -7% | 11% | 8% | 17%
20 | C=CCNC(=O)CN(c1ccc(OC)cc1OC)S(C)(=O)=O | 19 | -8% | ? | 10% | -4%
21 | COc1ccc(C)cc1Nc1nc2cc(Cl)c(Cl)cc2nc1-n1nc(C)cc1C | nt | 2% | 18% | nt | nt
22 | COc1cccc(N2CCN(C(=O)c3cc4c(s3)-c3c(C)cccc3OC4)CC2)c1 | nt | 1% | -17% | nt | nt
23 | Cc1ccc(S(=O)(=O)N2CCC(C(=O)N[C@H](C(=O)NC3CCS(=O)(=O)C3)C(C)C)CC2)cc1 (stereo not given in full) | 3 | 8% | 7% | -4% | 0%
24 | Cc1ccc(S(=O)(=O)N2CCOCC2)cc1C(=O)OCC(=O)N(Cc1ccccc1)C(C)C | -6 | 10% | 1% | 3% | -1%

# | ATXN viability | HT1080NT lethal | MCF10A rereplic | KB-V1 MDR tox
13 | i | 15% | 1% | 4%
14 | i | -3% | 0% | 15%
15 | i | 0% | 11% | 25%
16 | nt | 21µM* | nt | ?
17 | i | -1% | -2% | 1%
18 | i | ? | ? | ?
19 | i | 5% | ? | -14%
20 | i | 0% | 0% | 1%
21 | i | nt | nt | -2%
22 | i | nt | nt | 9%
23 | i | 1% | 12% | 0%
24 | i | 5% | ? | -10%

Carrying on.
# | molecule | IL1B secr inh | KB-3-1 cytotox | ATXN2 expr inh | HT1080 IDH1KD tx | SW480 rerep
25 | COc1ccc(CNCCNC(=O)c2ccco2)c(OC)c1OC | 3 | 5% | -3% | 10% | 0%
26 | CCN1C(=O)[C@H]2[C@@H](c3ccc(C)cc3)N3C(=O)N(c4ccc(OC)cc4)C(=O)[C@@]3(C)[C@H]2C1=O | 16 | 21% | 8% | 1% | -6%
27 | CCN(CC)S(=O)(=O)c1ccc(Cl)c(C(=O)OCC(=O)c2c(N)n(C)c(=O)n(C)c2=O)c1 | 11 | 0% | -12% | 0% | 9%
28 | C=CCOC(=O)C1=C(C)Nc2nnnn2C1c1ccc(OC)cc1OC (stereo not given) | -3 | -12% | 7% | 0% | 1%
29 | COc1ccc(OC)c(S(=O)(=O)N2CCc3ccccc32)c1 | -8 | -5% | -6% | -3% | 4%
30 | Cc1ccc2nc(-c3ccccc3)cc(C(=O)NCC3CCCO3)c2c1 (stereo not given) | nt | -2% | 10% | -1% | 13%
31 | Cc1ccsc1/C=C(\C#N)C(=O)NCc1ccco1 | 13 | -1% | 6% | ? | ?
32 | CCc1cccc(C)c1NC(=O)Cc1ccsc1 | -2 | 2% | -11% | -1% | 11%
33 | O=C(c1ccc(Cl)c(S(=O)(=O)N2CCCCC2)c1)N1CCN(Cc2ccccc2)CC1 | i | -12% | -17% | -13% | ?
34 | Cc1nc2cc(-c3ccccc3)nn2c(N)c1-c1ccccc1 | -1 | 0% | nt | 0% | -6%
35 | Cc1[nH]c(C)c(S(=O)(=O)N2CCN(c3cccc(Cl)c3)CC2)c1C(=O)N1CCCC1 | -5 | -7% | -3% | -4% | 25%
36 | Cc1ccc(-c2cc(N)n(Cc3ccc(Cl)cc3)n2)cc1 | 14 | -9% | -2% | -28% | 3%

# | ATXN viability | HT1080NT lethal | MCF10A rereplic | KB-V1 MDR tox
25 | i | 11% | 1% | 3%
26 | i | -17% | -8% | 15%
27 | i | -1% | ? | ?
28 | i | -14% | 7% | 2%
29 | i | -6% | 5% | 0%
30 | i | 2% | 24% | ?
31 | ? | ? | -1% | ?
32 | i | 7% | 5% | ?
33 | i | -19% | 17% | ?
34 | i | 16% | 15% | -10%
35 | i | 2% | 14% | 0%
36 | i | -24% | ? | -4%

4 entries from above, arranged by length of the SMILES, rising.
# | molecule | IL1B secr inh | KB-3-1 cytotox | ATXN2 expr inh | HT1080 IDH1KD tx | SW480 rerep
31 | Cc1ccsc1/C=C(\C#N)C(=O)NCc1ccco1 | 13 | -1% | 6% | ? | ?
30 | Cc1ccc2nc(-c3ccccc3)cc(C(=O)NCC3CCCO3)c2c1 (stereo not given) | nt | -2% | 10% | -1% | 13%
33 | O=C(c1ccc(Cl)c(S(=O)(=O)N2CCCCC2)c1)N1CCN(Cc2ccccc2)CC1 | i | -12% | -17% | -13% | ?
27 | CCN(CC)S(=O)(=O)c1ccc(Cl)c(C(=O)OCC(=O)c2c(N)n(C)c(=O)n(C)c2=O)c1 | 11 | 0% | -12% | 0% | 9%

# | ATXN viability | HT1080NT lethal | MCF10A rereplic | KB-V1 MDR tox
31 | ? | ? | -1% | ?
30 | i | 2% | 24% | ?
33 | i | -19% | 17% | ?
27 | i | -1% | ? | ?

Carrying on.
# | molecule | IL1B secr inh | KB-3-1 cytotox | ATXN2 expr inh | HT1080 IDH1KD tx | SW480 rerep
37 | COCc1cc(CN2CCCC(C(=O)c3cccc(C(F)(F)F)c3)C2)ccc1OC (stereo not given) | -8 | -3% | 2% | 9% | -4%
38 | O=C(NCCCc1ccccc1)[C@@H]1Cc2ccccc2CN1 | 25 | -14% | -12% | -8% | 14%
39 | C/C(CC(=O)Nc1cccc(Br)c1)=N\NC(=O)c1ccc(O)cc1O | -3 | 1% | 24% | 3% | 2%
40 | CN1C2CCC1/C(=C\c1ccc(F)cc1)C(=O)/C2=C/c1ccc(F)cc1 | -87* | ? | -21% | 10% | ?
41 | Nc1ccc2nc(C3CCCCC3)[nH]c2c1 | 0 | 16% | 15% | -4% | 2%
42 | CCC(=O)c1ccc(/C=C/c2nc3ccccc3n2C)o1 | 19 | -10% | -8% | -6% | 18µM*
43 | Cc1ccc(Sc2ccc(NC(=O)c3ccc(S(C)(=O)=O)cc3Cl)cc2)cc1 | 16 | -1% | ? | -28% | 0%
44 | NS(=O)(=O)c1cccc(NC(=O)COc2ccc([N+](=O)[O-])cc2)c1 | 0 | 14% | 8% | 1% | 0%
45 | COc1cc(C)c(C(=O)Oc2cc(C)c(C(=O)O)c(O)c2C)c(O)c1C | 26 | 0% | 4% | 4% | 5%
46 | c1ccc(CSc2ncn(-c3ccccc3)n2)cc1 | -28 | -17% | 89%[activator] | -2% | 0%[9.22 µM]
47 | C/C(=N\Nc1ccc(S(N)(=O)=O)cc1[N+](=O)[O-])c1cccs1 | -7 | -2% | -5% | -4% | ?
48 | Cc1sc2ncn(CC(=O)Nc3ccccc3F)c(=O)c2c1-c1ccccc1 | -18 | 4% | -15% | -24% | -6%
49 | OC(c1ccc(F)c(F)c1)c1ncc(-c2cccc(F)c2)[nH]1 (stereo not given) | 0 | 0% | -6% | -3% | nt

# | ATXN viability | HT1080NT lethal | MCF10A rereplic | KB-V1 MDR tox
37 | i | 4% | 8% | -7%
38 | i | -9% | 13% | -15%
39 | i | -3% | 1% | -2%
40 | i | -2% | 2% | 23µM*
41 | i | 11% | 13% | 8%
42 | nt | -22% | 8.2µM* | -17%
43 | ? | -9% | ? | ?
44 | i | 2% | -3% | ?
45 | i | -1% | 4% | 15%
46 | i | 3% | 4% | 0%
47 | i | -4% | -3% | -7%
48 | ? | ? | 3% | ?
49 | i | -5% | nt | -1%
